miR-122 sensor = inhibitors of miR-122 in Huh7 cells | activation (reporter increase), % at 12.5 µM | 0.3% of 340,000 active | AID 602342 | Huh7 miR-122 Renilla luciferase sensor, 48 h; neutral wells = 0, positive control = 100;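 active = mean replicate activation score at least 90 and every replicate individually at or above 90; inconclusive = only one of the two criteria met; inactive = neither criterion met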;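 note: higher luciferase means less miR-122 activity so hits act as miR-122 inhibitors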
E-sel inducer = induces E-selectin expression in human endothelial cells; P16581; HUVEC E-selectin immunofluorescence imaging; normalized: neutral wells 0, TNF-alpha wells 100; activation, % at 7.58 µM; 0.37% of 260,000 active;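 active = mean E-selectin-positive cell signal at least 10% of the positive control, reached in at least 60% of replicates, without over 20% cell loss; inconclusive = no rule given, readout overlaps actives, possibly toxicity-flagged; inactive = the rest, including those meeting only one limit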;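 note: in these data hits start at about 27%; measured in HUVEC primary endothelial cells; signal is the percent of cells scored E-selectin positive by PE staining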
Target sequence (P16581 whole entry, looked up): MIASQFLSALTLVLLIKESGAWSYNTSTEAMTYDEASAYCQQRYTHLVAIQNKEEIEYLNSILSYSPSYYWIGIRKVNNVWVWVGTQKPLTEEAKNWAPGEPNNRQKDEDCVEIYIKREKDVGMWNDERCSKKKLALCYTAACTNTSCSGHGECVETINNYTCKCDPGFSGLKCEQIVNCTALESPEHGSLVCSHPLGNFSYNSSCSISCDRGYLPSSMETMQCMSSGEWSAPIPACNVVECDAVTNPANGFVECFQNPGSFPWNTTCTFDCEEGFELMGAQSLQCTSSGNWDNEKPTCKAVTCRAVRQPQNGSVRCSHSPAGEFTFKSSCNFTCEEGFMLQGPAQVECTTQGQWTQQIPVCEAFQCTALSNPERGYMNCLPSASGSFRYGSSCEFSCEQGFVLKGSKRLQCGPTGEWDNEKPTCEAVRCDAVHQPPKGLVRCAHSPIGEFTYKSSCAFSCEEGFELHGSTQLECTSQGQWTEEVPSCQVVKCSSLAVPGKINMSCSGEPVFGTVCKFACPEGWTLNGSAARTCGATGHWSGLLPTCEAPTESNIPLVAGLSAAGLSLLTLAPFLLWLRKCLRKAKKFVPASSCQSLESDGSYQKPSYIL
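assay system = HUVEC, human umbilical vein endothelial cells | input = 3,000 HUVEC seeded per well | medium = EGM-2 growth medium on 0.1% gelatin-coated wells | dosing = one compound dose added by pin transfer | signal = immunofluorescence imaging | read-out basis = % PE-positive cells | control set = TNF-alpha, DMSO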
PGC1a acetyl inh = PGC1a acetylation modulation, inhibitor mode; AID 651687; 0.17% of 350,000 active; inhibition, % at 15.6 µM; U2OS PGC1a acetylation, AlphaScreen anti-acetyl-lysine; with virally co-expressed GCN5 acetyltransferase;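 active = every replicate shows inhibition of at least 40%; inconclusive = mean inhibition at least 40% but some replicate below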;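 note: 0% = neutral control wells and 100% = positive control wells; some results beyond the cut were filed as inactive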
Numbers without * were called inactive; ? = inconclusive; [ ] = remark or other dose.

structure	miR-122 sensor	E-sel inducer	PGC1a acetyl inh
CCC(=O)Nc1ccc2c(c1)OC[C@@H](C)N(C(=O)CC)C[C@H](C)[C@@H](OC)CN(C)C2=O	-2[16.7 µM]	-0.3	-7
Cc1noc(C)c1NC(=O)Nc1cccc2c1O[C@H](CN(C)S(=O)(=O)c1ccccc1)[C@@H](C)CN([C@@H](C)CO)C2=O	8[16.7 µM]	0.0	-12
C[C@@H]1CN([C@H](C)CO)C(=O)c2cc(/C=C/c3ccccc3)cnc2O[C@H]1CN(C)C(=O)C1CC1	-4[16.7 µM]	-0.3	4
CNC[C@@H]1OCCCC[C@H](C)Oc2ccc(NC(=O)Nc3ccc4c(c3)OCO4)cc2C(=O)N([C@H](C)CO)C[C@H]1C	0[16.7 µM]	0.5	0
CN1C(=O)c2cc(NC(=O)c3ccc(Cl)cc3)ccc2OC[C@H]2O[C@H](CC(=O)O)CC[C@H]21	-10[16.7 µM]	0.1	4
C[C@H]1CN([C@@H](C)CO)C(=O)CCCn2cc(nn2)CO[C@H]1CN(C)C(=O)Nc1ccccc1C(F)(F)F	-5[16.7 µM]	0.2	5
C[C@H](CO)N1C[C@H](C)[C@H](CN(C)C(=O)Nc2cccc(C(F)(F)F)c2)OCc2cn(nn2)CCCC1=O	1[16.7 µM]	0.1	1
C[C@@H]1CN([C@H](C)CO)C(=O)c2cc(C#CC(C)(C)O)cnc2O[C@@H]1CN(C)C(=O)C1CCCCC1	-2[16.7 µM]	0.3	-4
COCC(=O)N(C)C[C@@H]1Oc2cc(C#CC3CCCC3)ccc2S(=O)(=O)N([C@H](C)CO)C[C@@H]1C	3[16.7 µM]	1.3	20
COc1ccc(C#Cc2ccc3c(c2)O[C@H](CN(C)C(=O)CN2CCOCC2)[C@@H](C)CN([C@H](C)CO)S3(=O)=O)cc1	-21[16.7 µM]	0.5	16
CNC[C@@H]1OCCCC[C@H](C)Oc2ccc(NS(=O)(=O)c3ccc(OC)cc3)cc2C(=O)N([C@H](C)CO)C[C@@H]1C	5[16.7 µM]	0.5	-3
C[C@H](CO)N1C[C@H](C)[C@@H](CN(C)C(=O)Nc2ccc(F)cc2)Oc2ccc(NC(=O)Cn3cnnn3)cc2CC1=O	2[16.7 µM]	-3.5	-14
C[C@@H]1CN([C@H](C)CO)C(=O)c2cc(NS(C)(=O)=O)ccc2O[C@@H](C)CCCCO[C@@H]1CN(C)C(=O)Cc1ccccc1	1[16.7 µM]	0.1	3
C[C@H]1CN([C@@H](C)CO)C(=O)CCCn2cc(nn2)CO[C@H]1CN(C)C(=O)Nc1cccc(Oc2ccccn2)c1	3[16.7 µM]	-0.2	18
C[C@H]1CN([C@@H](C)CO)C(=O)c2cc(NS(=O)(=O)c3cn(C)cn3)ccc2O[C@@H]1CN(C)C(=O)Nc1ccc(F)cc1	-1[16.7 µM]	-2.5	1
CO[C@@H]1CN(C)C(=O)c2ccc(NC(C)=O)cc2OC[C@H](C)N(Cc2cccc(F)c2)C[C@H]1C	5[16.7 µM]	0.0	11

Another view of some results above.
Values in the order: miR-122 sensor | E-sel inducer | PGC1a acetyl inh
- C[C@H]1CN([C@@H](C)CO)C(=O)CCCn2cc(nn2)CO[C@H]1CN(C)C(=O)Nc1cccc(Oc2ccccn2)c1
 : 3[16.7 µM] | -0.2 | 18
- C[C@H]1CN([C@@H](C)CO)C(=O)c2cc(NS(=O)(=O)c3cn(C)cn3)ccc2O[C@@H]1CN(C)C(=O)Nc1ccc(F)cc1
 : -1[16.7 µM] | -2.5 | 1
- CO[C@@H]1CN(C)C(=O)c2ccc(NC(C)=O)cc2OC[C@H](C)N(Cc2cccc(F)c2)C[C@H]1C
 : 5[16.7 µM] | 0.0 | 11

The list continues:
structure	miR-122 sensor	E-sel inducer	PGC1a acetyl inh
CCC(=O)Nc1ccc2c(c1)C(=O)N(C)C[C@@H](OC)[C@@H](C)CN(C(=O)CN(C)C)[C@H](C)CO2	-9[16.7 µM]	-0.2	0
COc1ccc(NC(=O)N(C)C[C@H]2OCCCC[C@@H](C)Oc3ccc(N(C)C)cc3C(=O)N([C@@H](C)CO)C[C@H]2C)cc1	-3[16.7 µM]	-0.3	-4
C/C=C/c1ccc2c(c1)O[C@@H](CN(C)CC1CC1)[C@@H](C)CN([C@H](C)CO)S2(=O)=O	-2[16.7 µM]	-0.5	10
C[C@@H]1CN([C@H](C)CO)C(=O)Cc2cc(NC(=O)Cc3ccccc3)ccc2O[C@@H]1CN(C)C(=O)Nc1cccc2ccccc12	-2[16.7 µM]	-18	-4
Cc1noc(C)c1S(=O)(=O)N(C)C[C@@H]1Oc2ccc(NS(C)(=O)=O)cc2C(=O)N([C@H](C)CO)C[C@@H]1C	6[16.7 µM]	?	-11
CCCN1C[C@H](C)[C@H](OC)CN(C)C(=O)c2cc(NC(=O)c3cccc(OC)c3)ccc2OC[C@H]1C	-1[16.7 µM]	0.1	-17
C[C@@H]1CN([C@H](C)CO)C(=O)Cc2cc(NS(=O)(=O)c3ccc(Cl)cc3)ccc2O[C@@H]1CN(C)C(=O)Nc1ccc2c(c1)OCO2	-7[16.7 µM]	-0.1	-15
Cc1ccccc1S(=O)(=O)Nc1ccc2c(c1)C(=O)N(C)[C@@H]1CC[C@@H](CC(=O)O)O[C@H]1CO2	-10[16.7 µM]	-0.3	-2
Cc1noc(C)c1NC(=O)N(C)C[C@@H]1Oc2c(NC(=O)Nc3ccccc3)cccc2C(=O)N([C@H](C)CO)C[C@H]1C	-1[16.7 µM]	-0.2	4
C[C@@H]1CN([C@@H](C)CO)S(=O)(=O)c2ccc(C3=CCCCC3)cc2O[C@H]1CN(C)C	-2[16.7 µM]	0.1	?
C[C@@H]1CN([C@H](C)CO)C(=O)CCCn2cc(nn2)CO[C@@H]1CN(C)C(=O)Nc1ccccc1C(F)(F)F	1[16.7 µM]	-0.1	6
CC(C)NC(=O)Nc1ccc2c(c1)C(=O)N([C@H](C)CO)C[C@@H](C)[C@H](CN(C)S(=O)(=O)c1cccs1)O2	-3[16.7 µM]	-1.3	-2
C[C@@H]1CN([C@@H](C)CO)C(=O)c2cc(C#CC3CC3)cnc2O[C@@H]1CN(C)C(=O)C1CCCCC1	-2[16.7 µM]	20	-8
C[C@@H]1CN([C@@H](C)CO)C(=O)Cc2cc(NS(=O)(=O)c3ccc(F)cc3)ccc2O[C@@H]1CN(C)Cc1ccc(-c2ccccc2)cc1	4[16.7 µM]	-0.3	-13
COc1ccc(S(=O)(=O)N(C)C[C@H]2Oc3ccc(NC(=O)Nc4cccc5ccccc45)cc3C(=O)N([C@H](C)CO)C[C@H]2C)cc1	46[16.7 µM]	0.0	2
CCCC(=O)Nc1ccc2c(c1)C(=O)N(C)C[C@H](OC)[C@@H](C)CN(C(=O)CC)[C@H](C)CO2	5[16.7 µM]	-0.1	-13
C[C@H]1CCCCO[C@H](CN(C)C(=O)Nc2ccc(F)cc2)[C@@H](C)CN([C@@H](C)CO)C(=O)c2cc(N(C)C)ccc2O1	-1[16.7 µM]	0.0	-3
C[C@H]1CN([C@@H](C)CO)C(=O)c2cc(NC(=O)Cc3ccccc3)ccc2O[C@H]1CN(C)Cc1ccc(-c2ccccc2)cc1	0[16.7 µM]	-0.3	2
CC(C)NC(=O)N(C)C[C@H]1Oc2cc(C#C[C@H](C)O)ccc2S(=O)(=O)N([C@H](C)CO)C[C@H]1C	12[16.7 µM]	0.8	5
C[C@H](CO)N1C[C@H](C)[C@H](CN(C)C(=O)C2CC2)Oc2ncc(Br)cc2C1=O	12[16.7 µM]	-0.4	-9
CCCNC(=O)N1C[C@@H](C)[C@@H](OC)CN(C)C(=O)c2cc(NC(=O)C3CCC3)ccc2OC[C@@H]1C	4[16.7 µM]	-0.1	6
CC(C)NC(=O)Nc1ccc2c(c1)C(=O)N([C@H](C)CO)C[C@H](C)[C@H](CN(C)C(=O)CCC(F)(F)F)OCCCC[C@@H](C)O2	0[16.7 µM]	0.9	1
Cc1noc(C)c1S(=O)(=O)N(C)C[C@@H]1Oc2ccc(NC(=O)Nc3ccccc3)cc2C(=O)N([C@@H](C)CO)C[C@@H]1C	-7[16.7 µM]	-0.4	13
COc1ccccc1NC(=O)N(C)C[C@H]1OCc2cn(nn2)CCCC(=O)N([C@H](C)CO)C[C@H]1C	5[16.7 µM]	-0.2	9
C[C@@H]1CN([C@@H](C)CO)C(=O)CCCn2cc(nn2)CO[C@H]1CN(C)Cc1ccncc1	-2[16.7 µM]	0.1	?
C[C@H]1CN([C@@H](C)CO)C(=O)c2cc(C#CC3(O)CCCC3)cnc2O[C@@H]1CN(C)C(=O)C1CC1	-8[16.7 µM]	0.9	5
COc1ccc(S(=O)(=O)N(C)C[C@H]2Oc3ccc(NC(=O)NC(C)C)cc3C(=O)N([C@@H](C)CO)C[C@H]2C)cc1	34[16.7 µM]	0.0	-1
COc1cccc(S(=O)(=O)N(C)C[C@@H]2OCc3cn(nn3)CCCC(=O)N([C@H](C)CO)C[C@@H]2C)c1	-4[16.7 µM]	0.6	0
C[C@H](CO)N1C[C@H](C)[C@@H](CN(C)S(=O)(=O)c2ccc(Cl)cc2)Oc2c(NC(=O)c3cnccn3)cccc2C1=O	0[16.7 µM]	-0.2	-9
C[C@H]1CN([C@@H](C)CO)C(=O)c2cc(-c3ccncc3)cnc2O[C@H]1CN(C)C(=O)C1CC1	-1[16.7 µM]	0.1	6
COc1ccc(NC(=O)N(C)C[C@@H]2Oc3ccc(NS(=O)(=O)c4ccc(C)cc4)cc3C(=O)N([C@@H](C)CO)C[C@H]2C)cc1	37[16.7 µM]	-0.3	-9
CCCCCCCOC(=O)C1=C(C)Nc2ncnn2C1c1cccs1 (stereo not drawn)	-8	-0.4	-3
COc1ccc(C#Cc2cnc3c(c2)C(=O)N([C@@H](C)CO)C[C@@H](C)[C@H](CN(C)C(=O)Nc2cccc(OC)c2)O3)cc1	-6[16.7 µM]	0.5	-1
C[C@H]1CN([C@@H](C)CO)C(=O)c2cc(N(C)C)ccc2O[C@@H]1CN(C)Cc1ccc(C(=O)O)cc1	-7[16.7 µM]	-16	3
C[C@@H]1CN([C@@H](C)CO)C(=O)c2cccc(NS(=O)(=O)c3ccc(F)cc3)c2O[C@H]1CN(C)Cc1ccc(Oc2ccccc2)cc1	3[16.7 µM]	0.2	-1
Cc1ccc(S(=O)(=O)Nc2ccc3c(c2)C(=O)N([C@@H](C)CO)C[C@H](C)[C@H](CN(C)C)OCCCC[C@@H](C)O3)cc1	0[16.7 µM]	-0.1	-4
CCCN(C)C[C@@H]1Oc2ncc(C#CC3CC3)cc2C(=O)N([C@@H](C)CO)C[C@@H]1C	-5[16.7 µM]	0.8	-1
Cc1noc(C)c1NC(=O)N(C)C[C@@H]1Oc2c(NC(=O)Nc3ccccc3)cccc2C(=O)N([C@@H](C)CO)C[C@@H]1C	9[16.7 µM]	0.0	-2
CO[C@@H]1CN(C)C(=O)c2cc(NC(=O)Nc3cccc(Cl)c3)ccc2OC[C@@H](C)N(C(=O)Nc2c(C)noc2C)C[C@@H]1C	16[16.7 µM]	0.9	-29
Cc1ccsc1C(=O)OCC(=O)Nc1c(C)n(C)n(-c2ccccc2)c1=O	-5	-0.2	6
CNC[C@H]1Oc2ncc(C3=CCCC3)cc2C(=O)N([C@@H](C)CO)C[C@H]1C	2[16.7 µM]	-0.4	2
CO[C@H]1CN(C)C(=O)c2cc(NS(=O)(=O)c3ccc(Cl)cc3)ccc2OC[C@@H](C)N(C(=O)NC(C)C)C[C@@H]1C	-21[16.7 µM]	-0.1	-15
CO[C@H]1CN(C)C(=O)c2ccc(NS(=O)(=O)c3ccc(C)cc3)cc2OC[C@@H](C)N(C(=O)NC(C)C)C[C@H]1C	0[16.7 µM]	-0.2	-6
C[C@H]1CN([C@@H](C)CO)S(=O)(=O)c2ccc(-c3cncnc3)cc2O[C@H]1CN(C)C(=O)C1CC1	-11[16.7 µM]	-2.3	2
C[C@@H]1CN([C@H](C)CO)C(=O)c2cccc(NC(=O)C3CCCCC3)c2O[C@@H]1CN(C)S(=O)(=O)c1cn(C)cn1	-3[16.7 µM]	0.7	-5
C[C@@H]1CN([C@@H](C)CO)C(=O)c2cc(C#CC(C)(C)O)cnc2O[C@@H]1CN(C)C(=O)C1CCCCC1	-2[16.7 µM]	0.7	6
CC12CCC(C/C1=N\N=C1\NC(=O)/C(=C\c3cccc(Br)c3)S1)C2(C)C (stereo not drawn)	-5	6.2	-1
C[C@H](CO)N1C[C@H](C)[C@H](CN(C)Cc2ccc3cccnc3c2)OCc2cnnn2CCCC1=O	3[16.7 µM]	0.1	37
CC(C)C#Cc1ccc2c(c1)O[C@H](CN(C)C(=O)C1CCC1)[C@@H](C)CN([C@@H](C)CO)S2(=O)=O	21[16.7 µM]	0.6	5
C[C@@H]1CN([C@@H](C)CO)C(=O)c2cccc(NC(=O)C3CCCCC3)c2O[C@H]1CN(C)Cc1ccc(-c2ccccc2)cc1	3[16.7 µM]	0.1	18

Only part of the results is shown; rates above refer to the full screens.
